Rab2 wt GTP: changes GTP binding to wildtype dog Rab2A, up or down; AID 760; GST-Rab2 wt beads, Bodipy-GTP binding, flow cytometry; 190,000 tested, 0.19% active; P61105; GTP binding activity, % at 10 µM;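 active = GTP binding activity at least 20 points away from 100%, either lowered or raised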;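 also: 0% = beads with excess unlabeled GTP and 100% = no-compound control corrected for plate trend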
Mcl1-Bid inh: disrupts binding of human Mcl-1 to Bid peptide | Q07820 | TR-FRET Mcl-1/Bid-Dy647 peptide binding, 1536-well | inhibition, % at 21.7 µM | 220,000 tested, 0.97% active | AID 1021;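 active = compounds that cut the binding signal by more than half at the single screening dose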;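 also: His-tagged Mcl-1 with europium anti-His antibody binding Bid BH3 peptide; 0% = Mcl-1 plus peptide wells and 100% = peptide-only wells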
Target sequence (Q07820 whole entry, looked up): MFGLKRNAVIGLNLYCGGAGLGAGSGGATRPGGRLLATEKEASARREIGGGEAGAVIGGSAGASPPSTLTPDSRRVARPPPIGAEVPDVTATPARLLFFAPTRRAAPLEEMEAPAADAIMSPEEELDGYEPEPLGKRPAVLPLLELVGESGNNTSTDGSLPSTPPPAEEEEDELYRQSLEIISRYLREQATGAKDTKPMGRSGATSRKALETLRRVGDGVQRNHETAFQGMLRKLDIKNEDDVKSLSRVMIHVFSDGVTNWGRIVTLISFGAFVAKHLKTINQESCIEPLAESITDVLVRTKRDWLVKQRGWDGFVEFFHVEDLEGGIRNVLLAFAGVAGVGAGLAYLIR
RGS8-Gao: regulators of human RGS8-Galphao interaction. multiplexed bead flow cytometry, RGS8-Galphao binding; actives lie on both sides. response (percent of control binding), % at 10 µM. AID 1423. 220,000 tested, 0.34% active; in the data active = response below about 60% or above about 140%; inactive = in between;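 also: Galphao activated as the GDP aluminium fluoride complex binding bead-coupled RGS8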
Target sequence (P09471 whole entry, looked up): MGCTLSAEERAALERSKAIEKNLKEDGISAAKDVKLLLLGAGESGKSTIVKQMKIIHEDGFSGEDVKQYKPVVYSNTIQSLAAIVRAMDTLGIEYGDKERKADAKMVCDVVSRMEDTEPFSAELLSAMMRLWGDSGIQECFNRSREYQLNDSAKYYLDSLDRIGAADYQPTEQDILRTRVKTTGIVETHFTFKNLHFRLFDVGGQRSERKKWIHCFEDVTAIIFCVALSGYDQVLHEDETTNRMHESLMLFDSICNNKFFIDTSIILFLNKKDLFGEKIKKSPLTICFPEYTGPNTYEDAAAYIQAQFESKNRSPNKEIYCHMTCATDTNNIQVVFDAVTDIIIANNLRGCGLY
Rac1 wt modul: modulators of human Rac1 wildtype GTP binding; P63000; GTP binding activity (% of control), % at 10 µM; AID 757; 190,000 tested, 0.27% active; GST-Rac1 beads, fluorescent GTP binding, flow cytometry; actives lie on both sides; 0 = cold GTP competed, 100 = untreated;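 active = GTP binding activity at least 20 points away from the 100% control level, either lower or higher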
Pf gamet viab: P. falciparum stage V gametocyte viability inhibition; 150,000 tested, 0.065% active; P. falciparum stage V gametocytes, ATP luminescence, 24 h; inhibition, % at 10.9 µM;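 active = inhibition above the mean plus 3 SD of compounds within the control limits, set per campaign, cut at about 38% in these data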;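 also: 0% = DMSO wells and 100% = medium only without gametocytes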
HRas wt GTP bind: modulators of GTP binding to human HRas wildtype. P01112. GST-Ras wt beads, Bodipy-FL-GTP binding, flow cytometry; actives lie on both sides. GTP binding activity, % at 10 µM. 190,000 tested, 0.14% active;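 active = GTP binding activity at least 20% away from the 100% baseline, either lowered as inhibitor or raised as activator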;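 also: 0% = unlabeled GTP competition control and 100% = no-compound control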
Target sequence (P01112 whole entry, looked up): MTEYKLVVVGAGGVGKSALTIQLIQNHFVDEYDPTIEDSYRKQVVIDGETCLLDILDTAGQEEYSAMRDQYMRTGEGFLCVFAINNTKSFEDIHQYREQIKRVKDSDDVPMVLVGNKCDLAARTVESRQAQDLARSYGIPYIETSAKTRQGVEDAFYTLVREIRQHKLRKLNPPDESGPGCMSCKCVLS
Bim-Mcl-1: disrupts Bim peptide binding to human Mcl-1; Q07820; Bead-based flow cytometry, Bim peptide-Mcl-1 binding; inhibition, % at 10 µM; 190,000 tested, 0.1% active; AID 1009; in the data active = inhibition above about 40%;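 also: 0% = no compound tracer wells and 100% = peptide blocker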
Rac1 act GTP bind: modulators of GTP binding to human Rac1 activated mutant; GST-Rac1 activated beads, fluorescent GTP binding, flow cytometry; actives lie on both sides; 100% means binding = to untreated wells; percent activity (GTP binding), % at 10 µM; 190,000 tested, 0.11% active;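 active = GTP binding at least 20 percentage points away from the 100% baseline, in either direction, so actives lie on both sides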
Rab7 wt GTP bind: dog Rab7 wildtype GTP binding, inhibitors and activators | GST-Rab7 beads, fluorescent GTP binding, flow cytometry; actives lie on both sides; untreated = 100%, excess cold GTP = 0% | GTP binding activity (percent of control), % at 10 µM | 190,000 tested, 0.055% active | AID 758;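 active = fluorescent GTP binding to Rab7 beads changed by at least 20 points from the 100% baseline, either direction, mostly lower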;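 also: median green fluorescence of bound Bodipy-FL-GTP per Rab7 bead population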
Mcl1-Noxa inh: Mcl-1/Noxa interaction inhibition | Q07820 | TR-FRET Mcl-1/Noxa peptide binding, 2 h | inhibition, % at 21.7 µM | 220,000 tested, 1.5% active;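 active = compounds that cut the protein-peptide binding signal by more than 50% relative to plate controls in a single-dose test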;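 also: His-tagged Mcl-1 with rhodamine Noxa BH3 peptide and terbium anti-His antibody; 0% = Mcl-1 plus Noxa peptide wells and 100% = peptide-only wells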
Cdc42 wt GTP: changes GTP binding to wildtype human Cdc42 | AID 761 | GST-Cdc42 beads, Bodipy-GTP binding, flow cytometry; actives lie on both sides | 190,000 tested, 0.2% active | percent activity (GTP binding), % at 10 µM;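 active = percent activity GTP binding at least 20 points away from the 100% baseline, either down as inhibitor or up as activator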;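 also: median bead fluorescence of bound Bodipy-FL-GTP at 100 nM; 0% = excess unlabeled GTP control and 100% = no compound control; below 100% means less GTP binding so inhibitor and above means activator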
* marks the source's active call; other numbers are inactive results; x = no result given.

No.	canonical_smiles	Rab2 wt GTP	Mcl1-Bid inh	RGS8-Gao	Rac1 wt modul	Pf gamet viab	HRas wt GTP bind	Bim-Mcl-1	Rac1 act GTP bind	Rab7 wt GTP bind	Mcl1-Noxa inh	Cdc42 wt GTP
1	O=C(Nc1ccccc1)N1CCN(Cc2ccc(Cl)cc2)CC1	96	-28	100	95	3	97	1	96	98	27	98
2	CCOc1ccc(C(=O)Oc2ccc(NC(C)=O)cc2)cc1	96	-37	107	98	x	98	0	95	103	-7	95
3	O=C(CSc1nnc(-c2ccncc2)n1-c1ccccc1)N1CCN(c2ccc(Cl)cc2)CC1	99	-9	103	100	14	99	0	96	100	1	101
4	CCOc1ccc(NC(=O)CSc2nc3ccccc3c(=O)n2CCNC(C)=O)cc1	107	-17	103	109	-2	106	-4	101	98	-6	107
5	COc1ccc(NC(=O)C2CCN(S(C)(=O)=O)CC2)cc1Cl	97	-20	102	101	x	98	-2	99	95	9	98
6	COc1ccc2nc(N3C(=O)CC(Cc4ccc(C)cc4)C3=O)sc2c1 (stereo not given)	95	-5	102	97	5	98	-3	96	99	27	96
7	CCOC(=O)c1ccc(OCc2nc(-c3cccs3)no2)cc1	97	2	106	101	x	99	17	99	103	4	101
8	NS(=O)(=O)c1ccc(CCNC(=O)c2cc(-c3ccc(Br)cc3)nc3ccccc23)cc1	94	-35	100	91	-28	91	3	92	92	15	92
9	O=C(Nc1ccccc1C(=O)N1CCOCC1)C1CCCO1 (stereo not given)	94	-1	103	94	26	97	2	93	96	3	96
10	COc1ccc(-c2nn(CC(=O)N(C)C)c(=O)c3ccccc23)cc1	104	-4	98	109	x	105	2	103	103	-7	108
11	COc1cc([N+](=O)[O-])ccc1NC(=O)Cc1ccccc1	98	0	105	99	x	98	5	94	104	9	94
12	CCOC(=O)c1ccc(Oc2nc(NC)nc(Nc3ccccc3)n2)cc1	90	7	105	90	16	92	0	91	91	6	90
13	O=C(NNc1ccccc1)C(=O)N1CCCCC1	103	-14	101	105	-2	102	-2	101	101	-15	104
14	CCCc1cc(C(=O)N2CCN(S(=O)(=O)c3ccc(OC)c(OC)c3)CC2)cs1	94	-7	101	95	4	100	0	94	92	7	99
15	COc1cc(N2C(=O)c3ccccc3C2=O)c(Cl)cc1C(=O)OCC(=O)N1CCOCC1	94	-36	99	97	-16	96	-1	97	93	13	94
16	Cn1c(=O)[nH]c(=O)c2c1nc(N1CCCCC1)n2CCOc1ccccc1	99	-48	95	98	x	100	-2	94	100	10	102
17	Cc1ccc(N2CCN(S(=O)(=O)N3CCCCC3)CC2)c(C)c1	98	-29	107	97	8	97	-2	99	102	4	96
18	CSc1ccccc1C(=O)NCc1ccc(S(N)(=O)=O)cc1	101	-54	95	101	x	102	-1	98	105	-4	101
19	COc1ccc(C2=NOC(C(=O)NCc3ccccn3)C2)cc1OC (stereo not given)	96	-13	98	99	-1	98	-1	97	94	0	96
20	COc1ccc(CC(=O)N2CCN=C2SCc2ccc([N+](=O)[O-])cc2)cc1	94	-13	100	96	-1	93	1	91	92	9	94

New compounds follow:
No.	canonical_smiles	Rab2 wt GTP	Mcl1-Bid inh	RGS8-Gao	Rac1 wt modul	Pf gamet viab	HRas wt GTP bind	Bim-Mcl-1	Rac1 act GTP bind	Rab7 wt GTP bind	Mcl1-Noxa inh	Cdc42 wt GTP
21	CCN(CC(=O)Nc1ccc([N+](=O)[O-])cc1OC)CC(=O)NC(C)(C)C	93	4	105	104	-16	96	-4	97	96	7	102
22	CCOC(=O)c1c(NC(=O)C2=C(C)NC(=S)NC2c2ccc(F)cc2)sc(C)c1C (stereo not given)	100	-4	95	104	8	99	-6	97	98	-1	95
23	Cn1c(SCC(=O)Nc2ccc(F)cc2)nnc1-c1cccnc1	101	35	100	106	x	102	1	100	102	23	102
24	O=C(NCC1OCCc2ccccc21)c1ccc(NC(=O)c2ccc(Cl)cc2)cc1 (stereo not given)	99	-5	97	102	x	100	-3	100	100	3	102
25	Cn1c(CNc2ccccn2)c(C#N)c2ccccc21	98	-8	96	93	17	97	-3	96	97	12	96
26	COc1ccc(C2C(C(N)=O)=C(C)Nc3nc(-c4ccccc4Cl)nn32)c(OC)c1 (stereo not given)	101	-16	102	107	x	102	0	100	99	9	104
27	CC(/C=C/c1ccccc1)=N/NC(=O)c1cc([N+](=O)[O-])cc([N+](=O)[O-])c1	102	24	103	104	x	104	-8	101	100	26	103
28	Cc1nnc(SCC(=O)NNC(=O)c2ccco2)n1-c1ccccc1	99	1	104	100	-20	99	-1	98	102	-3	97
29	COC(=O)c1c(C)[nH]c(C(=O)COC(=O)Cc2ccc3c(c2)OCCO3)c1C	99	-34	97	97	x	99	-1	95	102	0	99
30	CCOC(=O)N1CCN(C(=O)c2cn(C)c3ccc(S(=O)(=O)N4CCC(C)CC4)cc3c2=O)CC1	95	-10	105	91	x	94	2	93	101	-19	92
31	COc1ccc2c(c1OC)C(=O)OC2Nc1nc(-c2ccc(-c3ccccc3)cc2)cs1 (stereo not given)	92	-64	99	95	5	94	1	93	94	25	92
32	COc1cc(OC)c(NC(=O)CCc2ccccc2)cc1Cl	102	-7	102	106	x	101	-4	99	102	7	101
33	C[n+]1c2n(c3ccccc31)N=C(c1ccc(Br)cc1)CS2	94	9	97	93	-1	94	-2	93	93	x	96
34	S=C(NCCSCc1ccc(Cl)cc1Cl)Nc1ccccc1	99	-19	100	107	x	103	-5	100	101	11	104
35	CCOc1ccc2ccccc2c1/C=N/NC(=O)CNC(=O)Cc1ccccc1	101	-11	102	105	18	103	-5	101	103	17	102
36	CC(NC(=O)c1ccccc1)C(c1cccs1)N1CCOCC1 (stereo not given)	101	-26	102	100	x	99	1	98	99	2	104
37	COc1cc(C2C3=C(Nc4ncnn42)c2ccccc2CC3)cc(OC)c1OC (stereo not given)	96	-13	97	100	-21	97	1	95	97	-3	99
38	Cc1ccccc1-c1nnn(CC(=O)Nc2ccc3c(c2)OCCO3)n1	84	3	104	82	11	83	-2	82	87	17	83
39	O=C(NCc1ccco1)C(c1cccnc1)N(C(=O)Cn1nnc2ccccc21)c1ccccc1 (stereo not given)	100	-33	104	101	8	100	-5	99	99	13	101
40	COC(=O)[C@@]1(Cc2ccc(F)cc2)[C@H]2c3cc(C(=O)N(C)C)n(Cc4ccc(OC)c(OC)c4)c3C[C@H]2CN1C(=O)c1ccccc1	96	-11	101	101	x	99	-3	98	94	2	98

(continued)
No.	canonical_smiles	Rab2 wt GTP	Mcl1-Bid inh	RGS8-Gao	Rac1 wt modul	Pf gamet viab	HRas wt GTP bind	Bim-Mcl-1	Rac1 act GTP bind	Rab7 wt GTP bind	Mcl1-Noxa inh	Cdc42 wt GTP
41	Cc1ccccc1C(=O)Nc1ccccc1C(=O)N/N=C\c1ccco1	100	-18	102	106	x	100	-6	97	102	-4	102
42	O=C(CSc1nc2cccnc2n1Cc1ccccc1)NC1CCCCC1	101	-2	96	102	x	99	5	98	98	7	101
43	Cc1nc2nc[nH]n2c(=O)c1NS(=O)(=O)c1ccc(F)cc1	96	1	96	97	-16	95	0	96	100	25	94
44	Clc1cccc(CSc2nnc(-c3sccc3-n3cccc3)o2)c1	98	-73	101	97	-6	99	0	95	95	-19	97
45	Cc1ccc(CNc2cc(-c3nn4c(C)nnc4s3)ccc2C)s1	99	-7	102	105	x	99	-8	102	101	21	106
46	COC(=O)C1=C(C)N=C2SCCC(=O)N2C1c1ccc(C(=O)OC)cc1 (stereo not given)	99	-5	101	108	x	100	-4	96	96	40	104
47	O=c1c(Cl)c(N2CCN(S(=O)(=O)c3ccc(F)cc3)CC2)cnn1-c1cccc(Cl)c1	99	-11	96	105	x	101	-4	98	98	-23	99
48	Clc1ccccc1CN1CCC(Cc2ccccc2)CC1	98	54*	104	105	-4	97	-3	98	97	20	107
49	Cc1ccc(C(=O)NNC(=O)CSc2nnc(-c3ccccc3)n2Cc2ccccc2)cc1	92	-25	102	97	x	94	-3	93	97	7	91
50	CC(=O)C1=C(O)CC(c2ccccc2)CC1=NCCc1c(C)[nH]c2ccccc12 (stereo not given)	99	-3	96	101	x	99	-2	99	96	-6	95
51	NC(=O)C1CCN(C(=O)CSc2nc3ccccc3s2)CC1	101	-1	100	103	x	102	2	99	97	20	101
52	O=C(NCc1cccnc1)c1cc(-c2ccccc2)on1	96	-17	101	99	x	98	-3	98	97	7	97
53	N#Cc1nc(COc2ccc(Cl)cc2Cl)oc1N1CCOCC1	101	-10	103	92	x	100	-4	96	96	32	97
54	COCCN1C(=O)c2oc3ccccc3c(=O)c2C1c1ccc(O)c(OC)c1 (stereo not given)	102	-35	103	109	x	102	0	100	102	6	104
55	COC(=O)Cc1cc(=O)n2[nH]c(SC)nc2n1	102	1	100	102	x	99	-3	96	105	6	99

6 of the compounds above, with values under each structure:
Values run as follows: Rab2 wt GTP | Mcl1-Bid inh | RGS8-Gao | Rac1 wt modul | Pf gamet viab | HRas wt GTP bind | Bim-Mcl-1 | Rac1 act GTP bind | Rab7 wt GTP bind | Mcl1-Noxa inh | Cdc42 wt GTP
[52] O=C(NCc1cccnc1)c1cc(-c2ccccc2)on1
    96 | -17 | 101 | 99 | x | 98 | -3 | 98 | 97 | 7 | 97
[53] N#Cc1nc(COc2ccc(Cl)cc2Cl)oc1N1CCOCC1
    101 | -10 | 103 | 92 | x | 100 | -4 | 96 | 96 | 32 | 97
[41] Cc1ccccc1C(=O)Nc1ccccc1C(=O)N/N=C\c1ccco1
    100 | -18 | 102 | 106 | x | 100 | -6 | 97 | 102 | -4 | 102
[48] Clc1ccccc1CN1CCC(Cc2ccccc2)CC1
    98 | 54* | 104 | 105 | -4 | 97 | -3 | 98 | 97 | 20 | 107
[42] O=C(CSc1nc2cccnc2n1Cc1ccccc1)NC1CCCCC1
    101 | -2 | 96 | 102 | x | 99 | 5 | 98 | 98 | 7 | 101
[50] CC(=O)C1=C(O)CC(c2ccccc2)CC1=NCCc1c(C)[nH]c2ccccc12 (stereo not given)
    99 | -3 | 96 | 101 | x | 99 | -2 | 99 | 96 | -6 | 95

One compound at a time, as listed above.
Profile of O=C(CSc1nc2cccnc2n1Cc1ccccc1)NC1CCCCC1 → Rab2 wt GTP: 101; Mcl1-Bid inh: -2; RGS8-Gao: 96; Rac1 wt modul: 102; Pf gamet viab: x; HRas wt GTP bind: 99; Bim-Mcl-1: 5; Rac1 act GTP bind: 98; Rab7 wt GTP bind: 98; Mcl1-Noxa inh: 7; Cdc42 wt GTP: 101
Profile of O=c1c(Cl)c(N2CCN(S(=O)(=O)c3ccc(F)cc3)CC2)cnn1-c1cccc(Cl)c1 → Rab2 wt GTP: 99; Mcl1-Bid inh: -11; RGS8-Gao: 96; Rac1 wt modul: 105; Pf gamet viab: x; HRas wt GTP bind: 101; Bim-Mcl-1: -4; Rac1 act GTP bind: 98; Rab7 wt GTP bind: 98; Mcl1-Noxa inh: -23; Cdc42 wt GTP: 99
